# LDHA block = qHTS assay for inhibitors of human lactate dehydrogenase; purified LDHA, NADH/diaphorase-resazurin fluorescence; stronger effect = lower value; activity change, % (values are at about 110 or 230 µM); 480,000 compounds, 0.15% hits; AID 1347041, 2019; in the data active = activity change below about -30%; inconclusive = mostly about -25% to -30%;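 also: plate controls were DMSO wells for no effect and wells without enzyme for full effect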
#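 Remaining NADH was detected by diaphorase (0.133 mg/mL) converting 37 µM resazurin to fluorescent resorufin, read at 0 and 20 minutes. The preceding 5-minute room-temperature reaction used 2 nM LDHA, 0.2 mM sodium pyruvate and 0.06 mM NADH at pH 7.4.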
# Vif-APOBEC3G blk = qHTS for Inhibitors of Vif-A3G Interactions: qHTS. HeLa A3G-eYFP + Vif (tagged APOBEC3G with the HIV-1 protein that degrades it), YFP fluorescence, overnight. 410,000 compounds, 0.076% hits. Potency, µM (top dose mostly 46.1 µM), inactives show top-dose activity, negative = active, usual class: inhibitors. DNA dC->dU-editing enzyme APOBEC-3G (Homo sapiens), Q9HC16;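 also: potency is read from the fitted curve at half-maximal effect; % is scaled to controls: 0 for no effect and ±100 for the full control effect; nearly all actives have a fitted effect of over 60% in size; hits raise eYFP signal because A3G escapes Vif-driven loss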
# Target sequence (Q9HC16 whole entry, looked up): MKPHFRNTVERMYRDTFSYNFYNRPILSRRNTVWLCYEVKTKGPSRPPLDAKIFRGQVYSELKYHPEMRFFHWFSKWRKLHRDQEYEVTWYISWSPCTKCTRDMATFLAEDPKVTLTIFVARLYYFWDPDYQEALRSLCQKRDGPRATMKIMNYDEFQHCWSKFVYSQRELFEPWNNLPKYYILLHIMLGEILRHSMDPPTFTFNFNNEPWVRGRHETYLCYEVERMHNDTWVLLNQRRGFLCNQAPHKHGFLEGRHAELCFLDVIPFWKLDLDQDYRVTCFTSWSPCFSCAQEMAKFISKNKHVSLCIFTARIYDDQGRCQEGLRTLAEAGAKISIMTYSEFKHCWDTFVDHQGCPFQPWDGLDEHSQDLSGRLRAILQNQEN
#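 HeLa cells stably expressing Vif and C-terminally eYFP-tagged A3G, seeded overnight at 37 deg C, then exposed to compound by pintool overnight at 37 deg C. Rise in yellow fluorescence (Ex 488/Em 500-530, Acumen) marks blocked Vif-driven A3G degradation.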
# Vif-A3F inh = qHTS for Inhibitors of Vif-A3F Interactions: qHTS. AID 602313, 2012. HeLa A3F-eYFP + Vif (tagged APOBEC3F with the HIV-1 protein that degrades it), YFP fluorescence increase. Potency, µM (highest dose often 46.1 µM), without a hit: at the highest dose activity, negative = active. 390,000 compounds, 0.2% hits; also: potency is read from the fitted curve at half-maximal effect; % of control where 0% means no effect; nearly all actives have a fitted effect of over 65% in size
#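 HeLa cells stably expressing Vif plus C-terminally eYFP-tagged A3F were seeded, incubated overnight at 37 deg C, dosed with compound, incubated overnight again at 37 deg C. Yellow fluorescence (Ex 488/Em 500-530) reported blocked Vif-mediated A3F-eYFP degradation.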
# 12-LOX inh = Primary qHTS assay for inhibitors of human arachidonate 12S-lipoxygenase (ALOX12): Round 2 | Potency, µM (titrated, usually from 108 µM), inactives show at the highest dose activity change, negative = inhibition, actives largely listed as inhibitors | Polyunsaturated fatty acid lipoxygenase ALOX12 (Homo sapiens), P18054 | AID 1671190, 2021 | purified 12hLO, xylenol orange hydroperoxide absorbance | 580,000 compounds, 1.1% hits; also: potency is read from the fitted curve at half-maximal effect; % is scaled to controls: 0 for no effect and ±100 for the full control effect
#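 Hydroperoxide product was detected by ferrous iron/xylenol orange as the 573 to 405 nm absorbance ratio. Arachidonic acid at 40 uM (final) was turned over for 30 min at room temperature by 150 nM human 12hLO, pH 7.0 Hepes buffer, after 15 min compound preincubation.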
# RGS4 inh = Inhibitors of Regulator of G Protein Signaling (RGS) 4: qHTS; Regulator of G-protein signaling 4 (Homo sapiens), P49798; Transcreener GDP fluorescence polarization, RGS4-accelerated GTP hydrolysis; Potency, µM (titrated, usually from 114 µM), without a hit: at the highest dose activity change, negative = inhibition, most hits filed as inhibitors; 390,000 compounds, 0.039% hits; also: potency is read from the fitted curve at half-maximal effect; % is scaled to controls: 0 for no effect and ±100 for the full control effect; nearly all actives have a fitted effect of over 75% in size; some results filed as inactive show a strong effect at the top dose
# Target sequence (P49798 whole entry, looked up): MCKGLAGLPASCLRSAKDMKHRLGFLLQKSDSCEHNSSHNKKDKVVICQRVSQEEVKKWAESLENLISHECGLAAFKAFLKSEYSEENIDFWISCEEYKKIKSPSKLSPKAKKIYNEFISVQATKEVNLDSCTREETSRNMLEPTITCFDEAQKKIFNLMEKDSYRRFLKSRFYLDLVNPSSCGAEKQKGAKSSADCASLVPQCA
#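 MLSMR compounds (23 nl, pin-transferred) preincubated 10 min at room temperature with a 500nM (2x) first reagent, then RGS4 at 900nM (2x) plus Transcreener GDP mix added; fluorescence polarization (620/688 nm) read before and after 90 min at 30 °C.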
# Glioma ERSR ind = qHTS for Inducers of the Endoplasmic Reticulum Stress Response (ERSR) in Human Glioma: qHTS; U87-MG GRP78 promoter luciferase reporter, 16 h; Potency, µM, for inactives: top-dose activation, most hits filed as activators; 420,000 compounds, 0.02% hits; AID 602332, 2012; also: potency is read from the fitted curve at half-maximal effect; series mostly up to about 76 µM; % of control where 0% means no effect; nearly all actives have a fitted effect of over 35% in size
#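 Stably transfected U87-MG glioma cells carrying a GRP78-based luciferase sensor; 16 h compound incubation. Luminescence end-point read 10 min after Bright-Glo addition at room temperature.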
# D2 ag = HTS Assay for Allosteric Agonists of the Human D2 Dopamine Receptor: Primary Screen for Agonists. HEK293 T-REx D2 cells, calcium flux agonist mode. activation, % at 2 µM. 340,000 compounds, 0.53% hits. AID 485358, 2010;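 active = activation over 3 SD above normal in the single-dose calcium agonist read, cut at about 30% in these data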; also: 0% is about no effect
#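 HEK293 Trex D2 cells, tetracycline-induced, o/n 30 C 5% CO2; no-wash Ca dye, RT 30–90 min; 10-cycle baseline, 23 nl cpd added, kinetic Ca read 180 s; agonist hits = positive Ca response.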
# ERG Ets-DNA blk = qHTS for Small Molecule Inhibitors of the ERG Ets/DNA interaction; Potency, µM (highest dose often 76.9 µM), for the others: top-dose FP activity, negative = inhibition, actives largely listed as inhibitors; AID 624246, 2012; fluorescence polarization, His-ERG Ets domain / labelled DNA; Transcriptional regulator ERG (Homo sapiens), P11308; 370,000 compounds, 0.028% hits; active = well fitted inhibition curve with a large enough effect in the polarisation, with a control signal flat; inconclusive = small, poorly fitted or top-dose-only effect, or effect the other way, or a change in a side signal; inactive = no such curve, though single readings can be large or run the other way; the % refers to the polarisation;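 also: polarization taken with two DNA probes labelled with fluorescein and Texas red; potency is read from the fitted curve at half-maximal effect; % of control where 0% means no effect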
# Target sequence (P11308 whole entry, looked up, the tested form may be a part): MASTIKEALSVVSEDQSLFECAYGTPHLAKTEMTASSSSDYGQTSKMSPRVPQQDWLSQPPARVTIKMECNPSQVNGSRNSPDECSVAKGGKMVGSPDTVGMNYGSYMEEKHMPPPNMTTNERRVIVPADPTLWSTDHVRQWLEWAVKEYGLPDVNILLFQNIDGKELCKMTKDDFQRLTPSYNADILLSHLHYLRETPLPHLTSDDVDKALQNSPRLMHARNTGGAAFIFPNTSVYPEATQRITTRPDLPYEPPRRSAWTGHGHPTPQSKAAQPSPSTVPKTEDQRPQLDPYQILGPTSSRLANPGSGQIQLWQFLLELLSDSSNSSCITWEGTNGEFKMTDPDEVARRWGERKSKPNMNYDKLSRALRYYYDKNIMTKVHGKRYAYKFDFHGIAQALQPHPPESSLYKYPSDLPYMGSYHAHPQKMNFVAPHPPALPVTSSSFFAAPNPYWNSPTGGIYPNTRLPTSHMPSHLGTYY
#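 His-tagged ERG Ets domain (1 uM in the protein solution; 300mM KCl, 50mM Tris-HCl, 1mM EDTA, 1mM DTT, pH 7.5) received compound, then a probe mix of 5 nM fluorescein-DNA and 100nM Texas-615-DNA. Fluorescence polarization was read for both dyes.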
# D2 antagonist = HTS Assay for Allosteric Antagonists of the Human D2 Dopamine Receptor: Primary Screen for Antagonists; inhibition, % at 10 µM; HEK293 TREx D2 cells, calcium flux, dopamine EC80; 340,000 compounds, 2% hits; in the data active = inhibition above about 30%; also: 0% is about no effect
#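 Calcium flux kinetic readout in an inducible HEK293 TREx D2 line plated overnight at 30 C. After 180 s compound exposure, an EC80 dopamine challenge follows with another 180 s kinetic read to detect antagonism.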
# * = called active by the depositor; ? = inconclusive; / = not tested or not shown; & = joins results of further samples; [ ] = another dose, or the depositor's remark. Unless noted, calls follow the shape of the dose curve; as a rule, active = well fitted curve in the direction sought with a large enough effect; inconclusive = small, poorly fitted or top-dose-only effect, or another doubt; inactive = no such curve, though single readings can be large; an effect the other way counts as inactive or inconclusive. Not all compounds are listed. The share of hits here may be higher or lower than overall.
# Order of results: LDHA block, Vif-APOBEC3G blk, Vif-A3F inh, 12-LOX inh, RGS4 inh, Glioma ERSR ind, D2 ag, ERG Ets-DNA blk, D2 antagonist
- COc1ccc(Sc2nnc(-c3ccccc3)cc2C#N)cc1
  -3, -2%, 5%, 20%, 13%, -1%, 0.8, -7%, 12
- CCC(C(=O)N1CCN(c2cccc(C)c2C)CC1)n1nc(C)c2sc3ccccc3c2c1=O (centres undefined)
  -7, -2%, -2%, 4%, -40%, -2%, 0.7, -5%, /
- COc1cccc(C(=O)OCn2nnc3ccccc3c2=O)c1OC
  0, 0%, -2%, 12%, -9%, -1%, 0.7, 3%, -1
- Nc1nc(-c2ccc(Br)cc2)cs1
  3, -4%, -17%, 45µM*, -31%, 7%, -1.1, 3%, -3
- Cc1ccc2c(COC(=O)C3=COCCO3)cc(=O)oc2c1
  -3, 0%, -40%, 41%[activator], -2%, -6%, 0.9, 10%, 6
- O=C(NCC(=O)N(Cc1ccccc1)C(C(=O)NC1CCCCC1)c1ccco1)c1ccco1 (centres undefined)
  -3, -1%, -2%, -3%, -41%[11.4 µM], -6%, -1.1, -1%, -13
- O=C(CN(C(=O)c1ccco1)c1cccc(F)c1)NCc1ccc(F)cc1
  -5, 0%, 3%, 9%, -36%, -2%, 0.2, 1%, -1
- CCOC(=O)C1CCN(C(=O)c2ccc(SC)cc2OC)CC1
  0, -1%, 8%, 28%, -23%[11.4 µM], -9%, 0.8, -4%, -7
- Cn1nnnc1Sc1ncnc2scc(-c3cccc(F)c3)c12
  -9&-3, ?, 5%, -12%, -24%, -13%, -0.7, /, 4
- Cc1csc(NC(=O)C(NS(=O)(=O)c2ccc(Br)s2)c2ccccc2)n1 (centres undefined)
  -9, -11%, 0%, 0%, 18%, -3%, 0.7, 1%, -3
- CCC1CCCCN1C(=O)c1ccc(OC)c(OC2CCN(C(C)C)CC2)c1 (centres undefined)
  -2, 0%, -2%, 4%, 25%, -3%, 2.0, 9%, 2
- CN(C(=O)COC(=O)c1cccc(NS(=O)(=O)c2ccc(F)c(F)c2)c1)C1CCS(=O)(=O)C1 (centres undefined)
  -9, 0%, 0%, -7%, 21%, -3%, 1.7, 11%, -18
- O=C(CNC(=O)c1ccccc1)Oc1ccc([N+](=O)[O-])cc1
  -3, 2%, ?, -16%, 4%, 0%, 2.2, 18%, 8
- Cc1ccc(N(C)C(=O)C2CCCN(c3ncnc4c3nc3n4CCCCC3)C2)cc1C (centres undefined)
  -4, -1%, 1%, -6%, -4%, -5%, -0.4, -4%, /
- COc1ccc(S(=O)(=O)Nc2ccccn2)c(C)c1C
  -3, 1%, -14%, 21%, -12%, -6%, 1.8, -3%, 8
- Cc1ccccc1C(=O)Nc1cccc(C(=O)OCc2cc(=O)n3c(C)csc3n2)c1
  -6, 5%, 7%, ?, 15%, -2%, 1.3, -2%, /
- CC(CNC(=O)c1ccc2c(c1)nc1n2CCOC1)c1ccccc1 (centres undefined)
  -12, 9%, -6%, -7%, 20%, 1%, -0.1, -3%, /
- CCOc1cc(/C=N/NC(=O)Cc2ccc(C(F)(F)F)cc2[N+](=O)[O-])c(Br)cc1OC
  1, -32%, -8%, 0%, -36%, -2%, 1.1, -3%, -25
- Cc1[nH]c2ccccc2c1SCC(=O)Nc1nccs1
  -6, -13%, 1%, 7%, 5%, 6%, 0.6, -13%, -9
- COc1ccc(-c2[nH]ncc2/C=N\NS(=O)(=O)c2ccc(Cl)cc2)cc1
  -7, -7%, -9%, /, 4%, -3%, 0.4, 0%, -2
- COc1ccccc1-n1c(SCC(=O)O)nc2c(sc(=S)n2-c2ccc(Cl)c(C)c2)c1=O
  -3, 0%, 0%, -31%, -27%, -1%, /, -1%, /
- COc1ccc(NC(=O)COC(=O)c2c(C)noc2C)cc1Cl
  -2, 1%, 2%, 9%, /, -5%, /, /, /
- COc1ccc(NC(=O)CSCC(=O)N=c2sccn2C)cc1
  -7, 4%, 3%, 439%[activator], 4%, -2%, 0.9, 0%, -10
- CCOC(=O)n1c(=O)n(Cc2ccc(OC)cc2)c2ccccc21
  -4, ?, 7%, 20%, -2%, -1%, -1.9, 4%, -1
- O=C1N(Cc2cccc(Cl)c2)C[C@@H]2C[C@@H](c3c[nH]c4ccccc34)N3CCC[C@@]123
  12, -24%, ?, ?, -14%, -2%, -0.9, 84%[activator], 17
- Cc1cc(C)n2nc(C(=O)OCC(=O)c3c[nH]c4ccccc34)nc2n1
  -15, 3%, -4%, -18%, ?, 2%, 1.2, -5%, -5
- O=c1[nH]c(=O)n(CCOc2ccc(Cl)cc2)cc1Br
  -3, -1%, -17%, -18%, -13%, -1%, /, 2%, /
- CSc1n[nH]c(-c2ccc(C(F)(F)F)cc2)n1
  1, 0%, -3%, 21%, -11%, 7%, /, -8%, /
- Nc1c(C(=O)Nc2ccccc2F)sc2nc3c(cc12)CCCCCC3
  -1, ?, -2%, -10%, -21%, -1%, 1.3, -8%, /
- CCCc1cc(C(=O)Cc2ccccn2)c(O)cc1O
  -1, 2%, -2%, ?, 5%, -4%, -1.1, 20%, 37*

# Fetched by compound from above (2):
# Order of results: LDHA block, Vif-APOBEC3G blk, Vif-A3F inh, 12-LOX inh, RGS4 inh, Glioma ERSR ind, D2 ag, ERG Ets-DNA blk, D2 antagonist
- CCCc1cc(C(=O)Cc2ccccn2)c(O)cc1O
  -1, 2%, -2%, ?, 5%, -4%, -1.1, 20%, 37*
- Cc1cc(C)n2nc(C(=O)OCC(=O)c3c[nH]c4ccccc34)nc2n1
  -15, 3%, -4%, -18%, ?, 2%, 1.2, -5%, -5

# (continued)
# Order of results: LDHA block, Vif-APOBEC3G blk, Vif-A3F inh, 12-LOX inh, RGS4 inh, Glioma ERSR ind, D2 ag, ERG Ets-DNA blk, D2 antagonist
- CCCn1nc(C(=O)OCC(=O)Nc2cccc(S(N)(=O)=O)c2)c2ccccc2c1=O
  -9, -3%, 0%, -2%, 1%, -1%, -0.7, 2%, 14
- O=C(/C=C/c1cccnc1)c1cc(F)ccc1O
  -1, -5%, 0%, -15%, -20%, -2%, 0.8, 18%, 10
- CC(C)c1ccccc1NC(=S)NCc1ccncc1
  -7, -4%, -3%, -18%, -23%, -2%, 0.2, 5%, 5
- COC(=O)N/N=C\c1ccccc1OC/C=C/c1ccccc1
  -1, ?, 1%, /, 9%, 5%, 0.1, -12%, 0
- CC(C)(C)c1ccc(C(=O)OCC(=O)NCc2ccco2)cc1
  -10, -14%, -4%, 12%, -6%, -3%, 0.6, -9%, 7
- COc1cccc(CNC(=O)c2ccc(Cn3c(SCc4ccccc4)nc4cccnc43)cc2)c1
  -3, 2%, -4%, -9%, 3%, 3%, -0.9, -15%, /
- CC1CCCC(NC(=O)Cc2ccc(Br)cc2)C1C (centres undefined)
  3, 0%, -10%, 0%, 3%, 0%, 0.1, -5%, 12
- COc1ccc(N2CCN(C(=O)CSc3nc4[nH]ncc4c(=O)n3-c3cccc4ccccc34)CC2)cc1
  1, 0%, -5%, 4%, -22%, -4%, /, 3%, /
- COc1ccc(OC(C)C(=O)N2CCc3ccccc3C2)cc1 (centres undefined)
  -3, ?, -7%, -43%, 19%[11.4 µM], -2%, -0.1, -2%, 7
- COc1ccccc1NS(=O)(=O)/C=C/c1ccccc1
  -7, 2%, 3%, -24%, -15%, -3%, -1.0, -10%, -2
- Cc1ccc(CSC2=NCCN2C(=O)C2CC2)cc1
  -9, -1%, -8%, -1%, 3%, -2%, -0.2, -4%, 15

# Printed as active in D2 antagonist, among the entries above:
SMILES | LDHA block | 12-LOX inh | RGS4 inh | Glioma ERSR ind | ERG Ets-DNA blk | D2 antagonist
CCCc1cc(C(=O)Cc2ccccn2)c(O)cc1O | -1 | ? | 5% | -4% | 20% | 37*

# Ordered by SMILES length (rising): part of the list above.
# Order of results: LDHA block, Vif-APOBEC3G blk, Vif-A3F inh, 12-LOX inh, RGS4 inh, Glioma ERSR ind, D2 ag, ERG Ets-DNA blk, D2 antagonist
- CC(C)c1ccccc1NC(=S)NCc1ccncc1
  -7, -4%, -3%, -18%, -23%, -2%, 0.2, 5%, 5
- O=C(/C=C/c1cccnc1)c1cc(F)ccc1O
  -1, -5%, 0%, -15%, -20%, -2%, 0.8, 18%, 10
- Cc1ccc(CSC2=NCCN2C(=O)C2CC2)cc1
  -9, -1%, -8%, -1%, 3%, -2%, -0.2, -4%, 15
- COc1ccc(OC(C)C(=O)N2CCc3ccccc3C2)cc1 (centres undefined)
  -3, ?, -7%, -43%, 19%[11.4 µM], -2%, -0.1, -2%, 7

# Bioassay records: PubChem BioAssay, National Center for Advancing Translational Sciences (NCATS)
